Compound activity from PubChem.
TAG inh: inhibitors of triacylglycerol accumulation; H9c2 cells, Nile Red lipid (TAG) fluorescence; cells loaded with 200 µM oleic acid; inhibition, % at 12.5 µM; actives 0.66% (n = 230,000);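 active = pattern-corrected inhibition of lipid staining of at least 50% with the nuclear-stain viability signal not falling by more than 50%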;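 also: 0% = DMSO wells and 100% = triacsin C control wells; some results filed as inactive read as strong as hits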
TAG inh DAPI viability: recorded beside TAG inh, whose call it bears; DAPI nuclei signal change (viability), lower = more cytotoxic, %;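 whole-well DAPI fluorescence read on a plate reader as a viability signal; minus 50 percent equals half of cells still viable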
* marks the source's active call; other numbers are inactive results.

O=C(c1nc2ccccn2c1CNCCCn1ncc2ccccc21)N1CCOCC1 was read as TAG inh -3.6 and TAG inh DAPI viability 1.1.
`O=C1NC2(CCCCC2)N=C1c1ccc(Br)cc1` gave TAG inh 10.7 and TAG inh DAPI viability -0.6.
Cn1c(=O)c2c(nc(N3CCCCCC3)n2CCSc2nc3ccccc3o2)n(C)c1=O was read as TAG inh -4.2 and TAG inh DAPI viability -4.8.
Screening Cc1cccc([C@@H]2[C@@H]3C(=O)N(Cc4ccccc4)C(=O)[C@@H]3[C@]3(C)C(=O)N(c4cccc(F)c4)C(=O)N23)c1 returned TAG inh 7.0 and TAG inh DAPI viability 4.1.
Screening COc1ccccc1-n1c(C)c(C(C)=O)c2cc(O)ccc21 returned TAG inh -0.9 and TAG inh DAPI viability 1.8.
For O=C(O)/C=C(\Oc1ccccc1)C1(O)CCCCC1 the results were TAG inh 5.1 and TAG inh DAPI viability 1.0.
Screening O=C(O)CCCCCn1c(SCc2cc(=O)n3cc(Cl)ccc3n2)nc2ccsc2c1=O returned TAG inh -1.7 and TAG inh DAPI viability 4.7.
Screening O=C(CN1C(=O)CCS(=O)(=O)c2ccccc21)Nc1cccc(Cl)c1 returned TAG inh 5.0 and TAG inh DAPI viability -1.7.
For CC(C)NC(=O)COc1nncc2ccccc12 the results were TAG inh 9.3 and TAG inh DAPI viability -7.3.
For COc1ccc(C(=O)N/C(=C/c2cccs2)C(=O)N2CCN(C)CC2)cc1 the results were TAG inh -4.3 and TAG inh DAPI viability -6.5.
Screening CCOC(=O)c1ccc(S(=O)(=O)N2CCN(C(=O)c3cccc(S(=O)(=O)N4CC(C)OC(C)C4)c3)CC2)cc1 (configuration not stated) returned TAG inh 6.3 and TAG inh DAPI viability -0.2.
CCOC(=O)C1=CN(CC2CCCO2)C=C(C(=O)OCC)C1c1ccccc1C(F)(F)F (configuration not stated) was read as TAG inh 2.6 and TAG inh DAPI viability 61.0.
Cc1cc(C(=O)COC(=O)c2n[nH]c3ccccc23)c(C)n1CC1CCCO1 (configuration not stated) was read as TAG inh -9.8 and TAG inh DAPI viability 2.9.
`O=C1c2ccccc2NC(c2ccccc2)N1Cc1ccccc1` (configuration not stated) gave TAG inh -1.3 and TAG inh DAPI viability 7.5.
Screening COc1ccc(CN2CCN(Cc3cc4ccccc4o3)CC2CCO)c(F)c1 (configuration not stated) returned TAG inh -6.6 and TAG inh DAPI viability -2.2.

Structural class: the compounds so far with sulfur.
Cn1c(=O)c2c(nc(N3CCCCCC3)n2CCSc2nc3ccccc3o2)n(C)c1=O was read as TAG inh -4.2 and TAG inh DAPI viability -4.8.
Screening O=C(O)CCCCCn1c(SCc2cc(=O)n3cc(Cl)ccc3n2)nc2ccsc2c1=O returned TAG inh -1.7 and TAG inh DAPI viability 4.7.
Screening O=C(CN1C(=O)CCS(=O)(=O)c2ccccc21)Nc1cccc(Cl)c1 returned TAG inh 5.0 and TAG inh DAPI viability -1.7.
For COc1ccc(C(=O)N/C(=C/c2cccs2)C(=O)N2CCN(C)CC2)cc1 the results were TAG inh -4.3 and TAG inh DAPI viability -6.5.
Screening CCOC(=O)c1ccc(S(=O)(=O)N2CCN(C(=O)c3cccc(S(=O)(=O)N4CC(C)OC(C)C4)c3)CC2)cc1 (configuration not stated) returned TAG inh 6.3 and TAG inh DAPI viability -0.2.

Later entries
For COc1ccc(C(=O)OCC(=O)c2c(N)n(C)c(=O)n(C)c2=O)c(OC)c1OC the results were TAG inh -28.2 and TAG inh DAPI viability -3.0.
Cc1ccc(S(=O)(=O)CCc2nnc(NC(=O)C3CCCCC3)s2)cc1 was read as TAG inh 3.9 and TAG inh DAPI viability 0.4.
Screening O=C(N1CCOCC1)C1(c2ccccc2)CCCCC1 returned TAG inh -10.5 and TAG inh DAPI viability 5.2.
ClC1CCCCC1n1nnc2ccccc21 (configuration not stated) was read as TAG inh -0.5 and TAG inh DAPI viability 1.0.
`C/C(=N\NC(=O)CN1CCN(Cc2ccccc2)CC1)c1cccs1` gave TAG inh 6.1 and TAG inh DAPI viability -5.1.
Screening CCCC(=O)C1=C(O)C(C(=O)OC)C(C)(C)CC1=Nc1ccc(OC)cc1 (configuration not stated) returned TAG inh 2.3 and TAG inh DAPI viability 4.9.
For COCCSc1nnc(NC(=O)c2cc(C(=O)OC)cc([N+](=O)[O-])c2)s1 the results were TAG inh -4.8 and TAG inh DAPI viability 17.2.
`CC(=O)Nc1ccc(-c2cc3ccccc3o2)cc1` gave TAG inh 7.2 and TAG inh DAPI viability 6.9.
`COc1ccc(NC(=O)c2ccc(CNc3c(N4CCCC4)c(=O)c3=O)cc2)cc1Cl` gave TAG inh 4.5 and TAG inh DAPI viability 4.3.
Screening CCCC1(c2ccccc2)NC(=O)N(CC(=O)Nc2ccc(N3CCOCC3)cc2)C1=O (configuration not stated) returned TAG inh 11.3 and TAG inh DAPI viability -2.6.
Screening COc1ccc(NC(=O)C2Cc3c(-c4ccc5c(c4)OCO5)ccnc3O2)cn1 (configuration not stated) returned TAG inh 146.2 and TAG inh DAPI viability -129.4.
Screening COc1ccccc1C(=O)NC(CCSC)C(=O)NCC(c1ccccc1OC)N1CCCC1 (configuration not stated) returned TAG inh -0.1 and TAG inh DAPI viability -1.3.
Screening N#CCCSCc1ccc(OCC(=O)O)cc1 returned TAG inh 12.9 and TAG inh DAPI viability -9.0.
For O=C(Nc1ccc2oc(=O)ccc2c1)c1ccco1 the results were TAG inh 12.8 and TAG inh DAPI viability 6.3.
O=S(=O)(c1ccc(C(F)(F)F)cc1)N1CCCN(c2ccc(C(F)(F)F)cn2)CC1 was read as TAG inh -20.1 and TAG inh DAPI viability 4.0.
`O=[N+]([O-])c1ccc(Cc2nnc(-c3ccc(F)cc3)o2)cc1` gave TAG inh -8.7 and TAG inh DAPI viability 2.0.
COc1ccc(-c2[nH]ncc2/C=N/NC(=O)c2ccncc2)c(OC)c1 was read as TAG inh 15.0 and TAG inh DAPI viability -1.3.
Screening Cc1ccc(C(=O)NC(C)c2nnc(SCC(=O)NC3CCCC3)n2C)cc1 (configuration not stated) returned TAG inh -6.6 and TAG inh DAPI viability -3.1.
For Cn1c(SCC(=O)NCCN2C(=O)CSC2=O)nc2ccccc2c1=O the results were TAG inh 8.9 and TAG inh DAPI viability -3.2.
CCN(CC(=O)Nc1ccc(NC(C)=O)cc1)C(=O)c1ccc(N(C)S(=O)(=O)c2ccc(C)cc2)cc1 was read as TAG inh -0.4 and TAG inh DAPI viability 6.4.
`CCOC(=O)C1CCN(c2ccc(Cl)nn2)CC1` gave TAG inh -12.8 and TAG inh DAPI viability 6.9.
COc1ccc(N2C(=O)CC(N(C)CCc3ccc(OC)c(OC)c3)C2=O)cc1 (configuration not stated) was read as TAG inh 11.4 and TAG inh DAPI viability 6.0.
`CC(C(=O)NC1CCCCC1)N1CCN(C)CC1` (configuration not stated) gave TAG inh 9.1 and TAG inh DAPI viability -3.9.
`CCCOc1ncnc2c1sc1nc3c(cc12)COC(C)(C)C3` gave TAG inh 11.4 and TAG inh DAPI viability -2.9.
CCc1ccc(C(=O)COC(=O)c2cc([N+](=O)[O-])ccc2N2CCOCC2)cc1 was read as TAG inh 1.6 and TAG inh DAPI viability -11.8.
For COc1ccc(CN2C(=O)C(CC(=O)NC3CCCCC3)CC(C(=O)N(C(C)C)C(C)C)=C2C)cc1 (configuration not stated) the results were TAG inh 5.4 and TAG inh DAPI viability -2.4.
For NS(=O)(=O)c1ccc(Nc2ccc3nonc3c2[N+](=O)[O-])cc1 the results were TAG inh -24.7 and TAG inh DAPI viability 5.5.
CCOc1ccc(N2CC(C(=O)Nc3ccc(N4CCOCC4)cc3)CC2=O)cc1 (configuration not stated) was read as TAG inh -4.2 and TAG inh DAPI viability -0.7.
`Cc1ccc(S(=O)(=O)N2CCN(C(=O)COc3ccc(NC(=O)c4ccco4)cc3)CC2)cc1` gave TAG inh -2.6 and TAG inh DAPI viability 8.3.
For O=C(COC(=O)/C=C/c1ccccc1)Nc1ccc(Cl)cn1 the results were TAG inh 0.8 and TAG inh DAPI viability 0.8.
Screening CCN(C(=O)CSc1ncn[nH]1)c1c(N)n(Cc2ccccc2)c(=O)[nH]c1=O returned TAG inh 12.4 and TAG inh DAPI viability -0.5.
For Cc1cc(OCCOCCN2CCCC2)ccc1C(C)C the results were TAG inh 14.6 and TAG inh DAPI viability -2.5.
COc1ccccc1CNS(=O)(=O)CCNC1CC1 was read as TAG inh -12.1 and TAG inh DAPI viability 8.9.
CCOC(=O)c1ccccc1NC(=O)COC(=O)C1CC(=O)N(CCc2ccccc2)C1 (configuration not stated) was read as TAG inh -4.3 and TAG inh DAPI viability 6.4.
For c1cc2c(cc1CNc1ccc(N3CCOCC3)cc1)OCO2 the results were TAG inh -8.2 and TAG inh DAPI viability -3.6.
For O=C(C1Cc2ccccc2CN1C(=O)c1ccccc1)N1CCN(c2ccccc2)CC1 (configuration not stated) the results were TAG inh 22.2 and TAG inh DAPI viability 4.4.
For O=C1C2C3C=CC(C4CC34)C2C(=O)N1c1ccc2c(c1)OCO2 (configuration not stated) the results were TAG inh -11.6 and TAG inh DAPI viability 10.5.
COc1ccccc1NC(=O)C(=O)NCC(c1ccco1)N1CCc2ccccc21 (configuration not stated) was read as TAG inh -12.0 and TAG inh DAPI viability -2.5.
CCOC(=O)c1cnn(-c2nc(-c3ccc(F)cc3)cs2)c1C(F)(F)F was read as TAG inh -35.1 and TAG inh DAPI viability 11.5.
Cn1c(C(=O)N2CCC(C(=O)N3CCOCC3)CC2)cc2sccc21 was read as TAG inh 2.8 and TAG inh DAPI viability -4.5.
Screening O=C(NCC(=O)N1CCCCC1)c1ccc(Br)o1 returned TAG inh -8.0 and TAG inh DAPI viability 5.7.
For Cc1ccc(OC(=O)C2c3ccccc3Oc3ccccc32)cc1C the results were TAG inh -22.8 and TAG inh DAPI viability 9.7.
`Nc1cc(-c2ccc(Cl)cc2)nn1S(=O)(=O)c1ccccc1` gave TAG inh 2.4 and TAG inh DAPI viability -3.7.
For CC1CCCN(C(=O)COC(=O)c2ccc[nH]c2=O)C1 (configuration not stated) the results were TAG inh 6.1 and TAG inh DAPI viability -1.7.
For CCN1CCc2c(sc(NC(=O)Cc3ccccc3)c2C(=O)OC)C1 the results were TAG inh -9.8 and TAG inh DAPI viability 25.9.
For Cc1cccc2c(=O)cc(C)n(CC(N)=O)c12 the results were TAG inh -5.3 and TAG inh DAPI viability 4.8.
CC(=O)NCCNC(=O)C1Cc2c(-c3ccc4c(c3)OCO4)ccnc2O1 (configuration not stated) was read as TAG inh 4.1 and TAG inh DAPI viability 6.6.
CCC1CCCCN1CCCNC(=O)c1cn(CC(C)C)c(=O)c2cc(OC)c(OC)cc12 (configuration not stated) was read as TAG inh 24.2 and TAG inh DAPI viability -3.2.
Cc1ccc(C(O)c2ncc(-c3ccc(F)cc3)[nH]2)cc1F (configuration not stated) was read as TAG inh -36.6 and TAG inh DAPI viability 7.4.
O=C1C(Cl)=C(NCCc2ccccc2)C(=O)N1CCc1ccccc1 was read as TAG inh -100.4 and TAG inh DAPI viability 8.4.
For O=C(NCc1cccs1)c1ccc(Cl)c(S(=O)(=O)N2CCOCC2)c1 the results were TAG inh 0.2 and TAG inh DAPI viability -3.1.
`Cc1cc(C)cc(C(=O)NCC(=O)OCC(=O)Nc2ccc(C)cc2Br)c1` gave TAG inh 1.3 and TAG inh DAPI viability 7.1.
Screening CC(C)OC(=O)c1c(NC(=O)c2cnn3c2NC(c2ccccc2)CC3C(F)(F)F)sc2c1CCCC2 (configuration not stated) returned TAG inh 47.0 and TAG inh DAPI viability 45.2.
CC(C)N(Cc1ccccc1)C(=O)COC(=O)c1ccccc1SCC(=O)N1CCCC1 was read as TAG inh 4.3 and TAG inh DAPI viability 0.3.
Screening CC(=O)c1cccc(NC(=O)C2CC(=O)N(Cc3ccccc3)C2)c1 (configuration not stated) returned TAG inh -6.4 and TAG inh DAPI viability 7.1.
CCn1nnc2cc(C(=O)O)ccc21 was read as TAG inh -2.6 and TAG inh DAPI viability 1.0.
`CCCCCCCCNCCS(=O)(=O)NN1CCOCC1` gave TAG inh -11.1 and TAG inh DAPI viability 4.7.
CCOC(=O)c1ccc(CC2S/C(=C(\C#N)C(C)=O)NC2=O)cc1 (configuration not stated) was read as TAG inh 8.3 and TAG inh DAPI viability 6.9.
For Clc1ccc2c(NNc3ccccc3Cl)ccnc2c1 the results were TAG inh 36.7 and TAG inh DAPI viability -13.7.
For COC(=O)c1cc(NC(=O)CN2C(=O)C(=O)N(C3CCCC3)C2=O)cc(C(=O)OC)c1 the results were TAG inh -15.8 and TAG inh DAPI viability 1.2.
For COc1cccc(-c2c(C#N)c(SC)nc3cc(C)nn23)c1 the results were TAG inh -10.6 and TAG inh DAPI viability 9.0.
CCN(CC)c1ccc(C(=O)OCC(=O)Nc2ccc3[nH]c(=O)[nH]c3c2)cc1 was read as TAG inh -6.1 and TAG inh DAPI viability -0.5.
For COc1ccc(/C=N/NC(=S)Nc2ccccc2)cc1 the results were TAG inh -12.8 and TAG inh DAPI viability 1.1.
`COc1ccc(-c2ccc(C(=O)Nc3cccc(NS(C)(=O)=O)c3)c3occc23)c(C)c1` gave TAG inh 19.1 and TAG inh DAPI viability 1.2.
Screening CCOC(=O)c1[nH]c2ccc(OC)cc2c1NC(=O)N1CCOCC1 returned TAG inh -4.4 and TAG inh DAPI viability 4.7.

Already shown: entries from further up.
For Clc1ccc2c(NNc3ccccc3Cl)ccnc2c1 the results were TAG inh 36.7 and TAG inh DAPI viability -13.7.
For COC(=O)c1cc(NC(=O)CN2C(=O)C(=O)N(C3CCCC3)C2=O)cc(C(=O)OC)c1 the results were TAG inh -15.8 and TAG inh DAPI viability 1.2.
For COc1cccc(-c2c(C#N)c(SC)nc3cc(C)nn23)c1 the results were TAG inh -10.6 and TAG inh DAPI viability 9.0.
CCN(CC)c1ccc(C(=O)OCC(=O)Nc2ccc3[nH]c(=O)[nH]c3c2)cc1 was read as TAG inh -6.1 and TAG inh DAPI viability -0.5.

The list is partial, so the mix of outcomes need not match the whole.
